Autophagy mod: modulators of autophagy; MEF GFP-LC3 puncta imaging; test concentration mostly 10 µM; calls only at 10 µM (by protocol); 190,000 tested, 0.98% active;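 active = percentage of spot-positive cells more than 3 SD above its plate mean, without a fluorescence outlier flag or 80% toxicity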;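 also: spot-positive cell cutoff set from DMSO-treated cells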
T cell HTS: T cell immune modulators affecting CD8 T cell-vesicle binding | 2C CD8+ T cell-vesicle binding, flow cytometry; stronger effect = lower value | calls only at 7 µM | 330,000 tested, 0.068% active | AID 2052;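 active = response, share of CD8 T cells binding vesicles, and their 90th percentile fluorescence all below set limits, cut at about 80% in these data, passing the limit was not always enough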
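Benchmarks: naked versus QL9-loaded vesicles / Assay system: purified 2C TCR transgenic mouse naive CD8+ T cells / Technique: high-throughput flow cytometry with anti-B7-1 and anti-CD8 staining / Timing: Cell–vesicle co-incubation 1.5 h at 37 °C, staining 20 min on ice / Read-out: percent CD8+ FL2 mean versus row control / Probe or stimulus: QL9-loaded Drosophila micro-vesicles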
Ins promoter up: MIN6 insulin promoter up-regulation; AID 1625; z-score at 5 µM; 190,000 tested, 0.3% active; MIN6 insulin promoter-GFP reporter, high-content imaging; stronger effect = higher value;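 active = z-score above 3 at 5 µM with at least 500 cells counted in the well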
b-catenin transl: alters nuclear translocation of beta-catenin in HeLa cells; immunofluorescence imaging; nuclear translocation activity, % at 5 µM; 190,000 tested, 0.3% active; AID 1665;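 active = nuclear translocation activity above 50% at 5 µM, with a well cell count of 50 or more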;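 also: per-cell ratio of nuclear to cytoplasmic median beta-catenin stain intensity; plate controls were DMSO negative control for no effect and GSK-3 inhibitor IX positive control for full effect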
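Assay system: human HeLa cells, native beta-catenin; doses: 5 µM primary, 0.02–20 µM confirmation; incubation: compound treatment 24 h, 37°C, 5% CO2; technique: fluorescence imaging of beta-catenin antibody stain plus DAPI; measure: % activation, nuclear-to-cytoplasmic median beta-catenin signal ratio per cell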
Dynein transport: blocks dynein driven cargo transport along microtubules; 3617.4 mouse cells, GR-EGFP nuclear translocation imaging; test concentration mostly 20 µM; stimulated with dexamethasone, 1 µM; stronger effect = lower value; z-score, hits read low; 220,000 tested, 0.47% active; AID 1381;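 active = plate z-score of nuclear minus cytoplasmic receptor signal below a set negative limit, without overly bright fluorescence or cell loss, cut at about -3.5 in these data, passing the limit was not always enough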;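 also: z-score of nuclear minus cytoplasmic ring GR-EGFP intensity difference per well; some compounds called inactive have numbers as strong as hits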
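Buffer or medium – tet-free medium with charcoal-stripped serum · Signal – automated 10x imaging of fixed Hoechst-stained cells · Also added – dexamethasone agonist, 1.0 µM final, for 30 min · Incubation – induction 48 h, compound 1 h, agonist 30 min · Read-out – GR-EGFP nuclear translocation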
Salmonella PhoP GFP: PhoP-dependent GFP reporter repression – Salmonella Typhimurium, primary screen (AID 1863). 300,000 tested, 0.16% active. S. Typhimurium PhoP-regulated promoter GFP reporter, 4 h; higher % means a stronger effect. inhibition, % at 50 µM; hits with a dose series show IC50 in µM;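 active = inhibition over 29.93%, a cutoff 3 SD above the screen mean, later confirmed by dose response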;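 also: 0% = low Mg2+ inducing control and 100% = high Mg2+ repressing control; strong numbers were not always called active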
Lipid droplet: modulators of hepatic lipid droplet formation; AML12 mouse hepatocytes, oleate lipid droplets, BODIPY imaging; inhibition, % at 6.5 µM; 240,000 tested, 0.4% active;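 active = lipid droplet intensity inhibited by at least 50%, with more than 500 cells counted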
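Assay system: AML12 mouse liver cells | Compound dosing: One dose, 6.5 µM compound | Read-out basis: Droplet intensity reduction, % inhibition | Measured by: Fluorescence imaging, 20x objective, two fields per well | Schedule: Overnight treatment with compound plus oleate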
MT stabilize HCS: microtubule stabilizers in HeLa cells; HeLa tubulin immunostaining HCS, 24 h; share of cells brighter than vehicle mean+2SD; % tubulin-high responders, % at 10 µM; 200,000 tested, 0.83% active;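 active = plate Z-score above 3 for both tubulin-high and condensed-nucleus cell shares, with cell loss under 80%, at 10 µM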;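 also: anti alpha tubulin signal scored within the nucleus-defined area of each cell; some results filed as inactive read as strong as hits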
ER stress rescue: protection against thapsigargin-triggered cell killing – 384-well, CSM14.1, ATP luminescence, primary screen (AID 1222) | CSM14.1 thapsigargin-induced death rescue, ATP luminescence; higher % means a stronger effect | one-dose cellular ATP content (survival), % at 20 µM; EC50 in µM for titrated hits | 190,000 tested, under 10 active;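 active = EC50 below 50 µM in the dose-response confirmation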;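 also: death triggered by thapsigargin at about 15 µM added after 2 h compound pretreatment; cell ATP read after overnight thapsigargin exposure of roughly 18 to 22 hours; normalized against plate controls of thapsigargin alone and 5% DMSO vehicle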
Dynein transport cytoplasmic EGFP: second read-out of Dynein transport, no call of its own (marks repeat the call); z-score; measured here: cytoplasmic GR-EGFP intensity; stronger effect = higher value
Dynein transport nuclear GR-EGFP: also measured in Dynein transport; calls as there; z-score; measured here: nuclear GR-EGFP intensity;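 lower value marks the stronger effect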
Dynein transport cell count: further read-out of Dynein transport, marked with its call; z-score; measured here: cell count per field
Ins promoter up cell count: second read-out of Ins promoter up, no call of its own (marks repeat the call); cell count; measured here: cytotoxicity, nuclei count;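 total cells summed across four imaged fields per well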
Lipid droplet cells 6.5 µM: second read-out of Lipid droplet, no call of its own (marks repeat the call); cell count; measured here: cell count, cytotoxicity flag;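 cells counted across two imaged fields per well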
b-catenin transl cell count 5 µM: further read-out of b-catenin transl, marked with its call; cell count; measured here: cell count, cytotoxicity flag
T cell HTS vesicle-bound %: second read-out of T cell HTS, no call of its own (marks repeat the call); double positive events, %; measured here: CD8+ vesicle-bound cell fraction;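 binding gate set so that unloaded-vesicle control wells show 10% double positive cells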
MT stabilize HCS Hoechst-high %: recorded beside MT stabilize HCS, whose call it bears; % Hoechst-high responders; measured here: nuclear condensation Hoechst responders;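 share of cells brighter than vehicle mean plus two SD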
MT stabilize HCS cytotoxicity %: further read-out of MT stabilize HCS, marked with its call; toxicity, %; measured here: cytotoxicity by cell density;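 0% = mean cell density of plate MIN control wells and 100% = no cells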
Autophagy mod cell loss 18 h: recorded beside Autophagy mod, whose call it bears; toxicity, %; measured here: cell loss, nuclei count;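 cell loss after 18 h compound exposure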
* = called active by the depositor; i = inactive; · = no result given. This is a random part of the collection; any-hit rate near 3%.

The line under a structure holds: Autophagy mod	Autophagy mod cell loss 18 h	T cell HTS	T cell HTS vesicle-bound %	Ins promoter up	Ins promoter up cell count	b-catenin transl	b-catenin transl cell count 5 µM	Dynein transport	Dynein transport cytoplasmic EGFP	Dynein transport nuclear GR-EGFP	Dynein transport cell count	Salmonella PhoP GFP	Lipid droplet	Lipid droplet cells 6.5 µM	MT stabilize HCS	MT stabilize HCS Hoechst-high %	MT stabilize HCS cytotoxicity %	ER stress rescue
- Cc1nn(Cc2ccccc2)c(C)c1NC(=O)c1ccc([N+](=O)[O-])cc1[N+](=O)[O-]
  i	-12	i	11	·	·	-0.4	992	-0.65	-0.31	-0.44	0.4	0%	15	603	5.2	2.4	5.0	-2.5%
- CC1=N/C(=C\c2ccc3c(c2)OCO3)C(=O)N1c1ccc(C(=O)O)cc1
  i	-6	i	40	0.22	1254	-1.2	1002	-0.54	-0.18	-0.11	0.73	-1%	8	671	4.2	2.5	5.3	0.5%
- COC(=O)c1scc2c(Oc3ccccc3)cc(C(F)(F)F)nc12
  ·	·	i	41	-0.17	1384	1.7	1031	-1.4	-0.0083	-0.72	0.25	0%	-2	730	·	·	·	·
- CC(=O)c1cccc(NC(=O)N2CCC(c3ccc(C)cc3)C2)c1 (stereo unspecified)
  i	-20	i	28	0.54	1070	-0.5	1093	-1.1	-0.26	-0.67	0.71	-3%	1	694	3.6	2.1	0.5	-3.5%
- OCCNc1ccc(Cl)cc1
  i	-4	i	21	0.61	1142	-2.5	776	-0.17	0.18	0.04	0.26	13%	·	·	1.6	2.7	10	2.5%
- CC1CCCN(C(=O)c2cc(N3C(=O)C4C5CCC(C5)C4C3=O)ccc2Cl)C1 (stereo unspecified)
  i	21	i	32	0.29	1096	-1.8	1061	-1	-0.2	-0.73	1.5	8%	-41	736	2.3	2.0	7.1	0.0%
- CCOC(=O)C1=C(C)NC(=O)NC1c1ccc(OC)c(Cl)c1 (stereo unspecified)
  i	-7	i	35	0.31	1221	-4.4	1048	-0.18	-0.21	0.18	0.081	-1%	·	·	6.0	2.4	2.8	-2.9%
- Cc1nn(Cc2ccc(F)cc2)c(C)c1NC(=O)c1cnn2c1NC(c1ccccc1)CC2C(F)(F)F (stereo unspecified)
  i	1	i	12	0.22	969	·	·	-0.63	-0.27	-0.31	0.075	8%	2	776	1.8	1.5	10	-0.2%
- O=[N+]([O-])c1ccc(O)c(/C=N/n2c(CO)nc3ccccc32)c1
  ·	·	i	57	-0.33	1479	-0.3	1205	-0.95	-0.28	-0.86	0.91	0%	-17	704	·	·	·	·
- O=C(NC(=S)Nn1cnnc1)c1ccccc1Cl
  i	-1	i	20	0.07	1370	-1.2	1126	0.14	-0.23	0.18	-0.49	3%	21	680	2.2	1.5	3.4	-1.1%
- O=c1cc(O)nc(-c2ccccc2)s1
  i	-7	i	31	1.2	1596	7.1	896	0.26	-0.34	0.82	-0.44	-9%	6	710	3.4	2.8	5.4	-0.2%
- O=C(NCc1ccc2c(c1)OCO2)C1CCN(c2ccc(S(=O)(=O)N3CCCC3)cc2)CC1
  i	3	i	47	0.34	1437	-1.0	1011	1.2	-0.22	0.5	-0.35	-7%	-2	631	7.3	3.6	5.1	-3.0%
- CN(C)c1cccc2c1c(NC(=O)Nc1ccc(F)cc1F)nn2C
  ·	·	i	51	-0.66	1542	2.6	1026	0.98	-0.18	0.58	-1.1	0%	-9	723	·	·	·	·
- CN1CCN(C(=S)Nc2cc(S(=O)(=O)N3CCOCC3)ccc2Cl)CC1
  i	-1	i	33	-0.01	1295	-2.6	1047	-0.13	-0.29	0.25	0.72	0%	4	670	2.4	2.3	6.4	-0.1%
- CCOC(=O)/C(C#N)=C1\Nc2ccccc2N=C1N(CC(C)C)CC(C)C
  i	1	i	21	0.4	856	0.7	1063	-0.089	-0.13	0.29	0.32	-17%	15	740	1.0	0.8	7.1	-0.5%
- COc1ccc(S(=O)(=O)NNC(=O)c2sccc2-n2cccc2)cc1
  i	-3	i	48	1.4	1114	-1.3	1114	0.4	-0.31	0.15	-0.29	2%	-7	739	2.6	2.2	9.1	-1.1%
- CCc1c(C)nc2ncnn2c1NCCc1ccc(Cl)cc1
  i	15	i	44	-2.7	741	3.2	910	-0.63	-0.23	-0.25	1	-3%	-16	690	4.1	2.1	6.7	5.0%
- C=CCn1c(C)c(C(C)=O)c(N2CCN(C(c3ccccc3)c3ccccc3)CC2)nc1=S
  i	-4	i	18	-0.18	1079	-4.4	1083	1.1	-0.033	0.67	-0.94	4%	40	682	3.9	1.7	1.4	0.5%
- Cc1c(C(=O)NCC2CCCO2)sc2nc(-c3ccccc3)cn12 (stereo unspecified)
  i	17	i	26	1.7	1004	·	·	0.11	-0.2	0.25	0.1	6%	·	·	3.1	3.6	5.4	-1.6%
- COc1ccc(S(=O)(=O)CC(=O)Nc2ccccc2Cl)cc1
  i	22	i	37	·	·	0.0	1552	-0.3	-0.31	0.042	0.54	3%	3	662	1.9	1.7	8.4	-0.6%
- CCOC(=O)C1CCN(c2nc3cc(OC)ccc3cc2C#N)CC1
  i	19	i	50	0.39	1296	0.9	1054	1.1	-0.15	0.88	-1.3	-4%	-5	681	6.5	3.8	12	·
- Cc1[nH]n(C2=NCCS2)c(=O)c1N=Nc1cccc(C(F)(F)F)c1
  i	20	i	58	-3.1	906	2.6	1301	-0.9	-0.3	-0.37	0.87	-4%	-32	555	2.5	0.8	6.6	12%
- Clc1ccc(CN2CCN(/N=C/c3ccco3)CC2)cc1
  i	1	i	52	-0.11	1304	-1.0	1118	0.68	0.05	0.65	-0.79	1%	-24	632	3.4	2.5	6.2	-0.6%
- CCn1c(CNC(=O)c2ccco2)nnc1SCC(=O)c1ccccc1
  i	3	i	36	·	·	1.1	1055	-0.26	-0.35	-0.28	0.62	0%	-4	677	1.8	1.8	7.4	1.5%
- CCOc1ccccc1CN1CCN(Cc2cc3ccccc3[nH]2)CC1CCO (stereo unspecified)
  i	19	i	40	0.33	1650	1.1	1576	-0.59	-0.27	-0.17	1.1	0%	2	707	1.9	1.2	5.9	-1.7%
- CN1CCN(CCNC(=O)Nc2ccc([N+](=O)[O-])cc2)CC1
  i	1	i	31	0.23	1229	-2.0	1116	-1.5	-0.074	-0.29	0.85	-7%	7	715	2.5	2.6	5.6	-0.7%
- CCN1C(=O)/C(=C2\C=Cc3ccccc3N2CC)SC1=S
  i	-3	i	8	-0.59	1632	1.2	1371	-0.21	-0.14	-0.49	0.15	4%	·	·	1.4	2.1	0.3	4.0%
- Cc1cc(-c2[nH]nc3c2C(c2cccc(O)c2)C(C#N)=C(N)O3)c(C)s1 (stereo unspecified)
  i	1	i	29	·	·	·	·	-0.46	-0.27	-0.3	0.41	18%	16	748	2.7	1.2	4.7	1.0%

By substructure: the compounds so far containing a furan ring, fused or not.
The line under a structure holds: Autophagy mod	Autophagy mod cell loss 18 h	T cell HTS	T cell HTS vesicle-bound %	Ins promoter up	Ins promoter up cell count	b-catenin transl	b-catenin transl cell count 5 µM	Dynein transport	Dynein transport cytoplasmic EGFP	Dynein transport nuclear GR-EGFP	Dynein transport cell count	Salmonella PhoP GFP	Lipid droplet	Lipid droplet cells 6.5 µM	MT stabilize HCS	MT stabilize HCS Hoechst-high %	MT stabilize HCS cytotoxicity %	ER stress rescue
- Clc1ccc(CN2CCN(/N=C/c3ccco3)CC2)cc1
  i	1	i	52	-0.11	1304	-1.0	1118	0.68	0.05	0.65	-0.79	1%	-24	632	3.4	2.5	6.2	-0.6%
- CCn1c(CNC(=O)c2ccco2)nnc1SCC(=O)c1ccccc1
  i	3	i	36	·	·	1.1	1055	-0.26	-0.35	-0.28	0.62	0%	-4	677	1.8	1.8	7.4	1.5%
